esBAF inh: SWI/SNF esBAF complex inhibition; mouse ES cells, Bmi1-luciferase knock-in reporter, 24 h; 100% = twice the neutral-well signal; reporter increase, % at 12.5 µM; 2% of 350,000 active; AID 602393; in the data active = activation above about 40%;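 note: 0% = median of the plate's neutral control wells and 100% = double that signal; a rise in the Bmi1 reporter signal indicates esBAF inhibition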
FN deposition inh: fibronectin deposition inhibition; AH1F fibroblasts, Alexa488-fibronectin deposition fluorescence, overnight; inhibition, % at 12.6 µM; 0.086% of 350,000 active; AID 743247;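 active = mean inhibition across replicates of 30% or more, regardless of how many single replicates reach that level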;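 note: positive control wells lacked labelled fibronectin entirely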
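Assay system: AH1F fibroblasts / Quantity: 10000 cells per well / Medium: DMEM plus 2% serum, read in PBS / Reagent: labelled fibronectin 24 nM / Dosing: single dose, pinned / Times: 1 h cell attachment, overnight exposure to compound and label / Signal: fluorescence, ex 485 nm, em 525 nm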
Statin myotox sup: suppression of simvastatin myotoxicity; rescue of ATP level, % at 7.49 µM; 0.78% of 330,000 active; C2C12 myotubes + simvastatin, ATP luminescence, 48 h; scaled: DMSO 0, geranylgeraniol control 100;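 active = mean ATP rescue above about 67%, or every replicate alone reaching that limit, limit read from the data, passing the limit was not always enough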;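 note: myotubes were challenged with 10 µM simvastatin during compound exposure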
LGR2 inh: blocks bursicon-induced cAMP signaling via Drosophila LGR2. 0.35% of 380,000 active. HEK293 LGR2, CRE-luciferase, bursicon-stimulated, 4 h. AID 720647. inhibition, % at 9.99 µM;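 active = drop in luminescence signal, shown as inhibition above about 50% in the replicate tests, limit read from the data, passing the limit was not always enough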;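 note: agonist challenge used bursicon conditioned medium at about half maximal strength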
SIRT5 inh: blocks human SIRT5 desuccinylation of peptide; Q9NXA8; inhibition, % at 15 µM; 1.1% of 330,000 active; Purified SirT5, succinyl-peptide AMC, trypsin-coupled fluorescence; in the data active = inhibition above about 15%
Target sequence (Q9NXA8 whole entry, looked up): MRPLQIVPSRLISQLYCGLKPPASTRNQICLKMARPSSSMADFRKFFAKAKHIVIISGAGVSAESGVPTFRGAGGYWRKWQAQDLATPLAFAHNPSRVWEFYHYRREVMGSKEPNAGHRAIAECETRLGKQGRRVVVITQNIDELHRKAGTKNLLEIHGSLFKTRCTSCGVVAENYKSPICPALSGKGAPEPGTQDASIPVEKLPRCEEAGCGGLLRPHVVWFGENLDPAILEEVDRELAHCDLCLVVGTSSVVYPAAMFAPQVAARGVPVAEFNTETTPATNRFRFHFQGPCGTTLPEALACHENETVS
CASP6 VEID inh: caspase-6 (human) enzyme inhibition; 0.53% of 350,000 active; inhibition, % at 12.5 µM; purified caspase-6, Z-VEID-R110 cleavage fluorescence; P55212;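 active = mean inhibition across replicates at least about 35%, with every replicate also reaching that limit, limit read from the data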;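 note: 0% = median of neutral control wells and 100% = no fluorescence left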
Target sequence (P55212 24-179 limits assumed): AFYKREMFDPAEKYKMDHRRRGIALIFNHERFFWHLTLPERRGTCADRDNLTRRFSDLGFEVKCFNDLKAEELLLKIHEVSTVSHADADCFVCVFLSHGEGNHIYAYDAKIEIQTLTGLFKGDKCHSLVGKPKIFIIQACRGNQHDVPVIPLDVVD
Target sequence (P55212 194-293 limits assumed): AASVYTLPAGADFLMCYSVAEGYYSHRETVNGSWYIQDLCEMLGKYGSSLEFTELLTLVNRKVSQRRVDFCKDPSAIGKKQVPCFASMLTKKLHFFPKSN
S100A4 MyoIIA: S100A4-myosin IIA interaction inhibition; inhibition, % at 10.7 µM; 0.14% of 360,000 active; AID 652163; P26447; S100A4/TAMRA-MyoIIA peptide fluorescence polarization;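 active = mean inhibition of at least 70% across replicates, with every replicate also reaching that level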
Target sequence (P26447 whole entry, looked up): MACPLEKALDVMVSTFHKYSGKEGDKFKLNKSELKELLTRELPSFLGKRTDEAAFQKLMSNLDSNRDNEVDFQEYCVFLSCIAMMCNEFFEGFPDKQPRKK
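Assay system: human S100A4 monomer with TAMRA-labelled myosin IIA peptide / Buffer or medium: Calcium-containing HEPES buffer, pH 7.2 / Reagent: TAMRA-labelled myosin IIA heavy-chain peptide probe, 5 nM / Compound: one dose per compound / Timing: polarization read 5 min after assay mix addition, stable 5–60 min / Benchmarks: neutral control DMSO, positive control TFP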
* marks the source's active call; other numbers are inactive results; · = no result given.

Assay codes – A = esBAF inh; B = FN deposition inh; C = Statin myotox sup; D = LGR2 inh; E = SIRT5 inh; F = CASP6 VEID inh; G = S100A4 MyoIIA
> CO[C@H]1CC[C@@H]2CCOc3ccc(C#N)cc3C(=O)N(C)C[C@@H](OC)[C@@H](C)C(=O)N(C)C[C@H]1O2
  A: 3; B: 0; C: 75*; D: -8; E: 0; F: 7; G: 3

> O=C(COc1ccccc1)OC(C(=O)c1ccccc1)c1ccccc1 (configuration not stated)
  A: ·; B: 2; C: ·; D: 1; E: 1; F: -1; G: 4

> CCCn1nc(NC(=O)COC)c2cc3cccc(C)c3nc21
  A: 7; B: -1; C: 2; D: -6; E: -4; F: -3; G: -4

> CC(=O)c1nc2ccccc2n1CCc1ccccc1
  A: -7; B: ·; C: 7; D: 9; E: 1; F: 5; G: 4

> COc1ccccc1-c1cnc(C(O)c2cccc(F)c2)[nH]1 (configuration not stated)
  A: 0; B: 6; C: 3; D: -2; E: ·; F: 1; G: -3

> CC(C)(C)Cc1nnc(NC(=O)CN2C(=O)c3ccccc3C2=O)s1
  A: -6; B: -21; C: 11; D: 17; E: 0; F: -1; G: 0

> COc1ccc(-c2ccc([C@@H]3[C@@H](CO)N4C(=O)CN(Cc5ccc(F)cc5)C[C@H]34)cc2)cc1
  A: ·; B: ·; C: ·; D: -17; E: -2; F: -3; G: -2

> C[C@@H]1CN([C@@H](C)CO)C(=O)c2cccc(NC(=O)CCCCCC(=O)Nc3ccccc3N)c2O[C@H]1CN(C)C(=O)Nc1ccc2c(c1)OCO2
  A: ·; B: 17; C: ·; D: 6; E: -1; F: 2; G: 0

> CC(C)NC(=O)Nc1cccc2c1O[C@H](CN(C)CC1CC1)[C@@H](C)CN([C@@H](C)CO)C2=O
  A: 1; B: ·; C: -13; D: -1; E: 1; F: -2; G: -5

> CCOc1ccc(S(=O)(=O)N2CCC(C(=O)NCCc3ccc(OC)c(OC)c3)CC2)cc1
  A: -4; B: -1; C: 4; D: 7; E: 1; F: -1; G: -5

> C[C@H]1CN([C@@H](C)CO)C(=O)c2cc(-c3ccc(F)cc3)cnc2O[C@H]1CN(C)C(=O)Cc1ccccc1
  A: -17; B: ·; C: -2; D: -3; E: 2; F: -2; G: 30

> O=C1CC(c2ccc(F)cc2)CC(O)=C1C1NCCc2ccccc21 (configuration not stated)
  A: 0; B: ·; C: -4; D: 3; E: ·; F: ·; G: ·

> Cc1ccccc1NC(=O)C1CCCN1S(=O)(=O)c1ccccc1C(F)(F)F (configuration not stated)
  A: 4; B: 0; C: 12; D: -5; E: -1; F: -1; G: -30

> CCCNC(=O)C1(C)CCCN(Cc2ccc(-n3ccnc3)cc2)C1 (configuration not stated)
  A: -2; B: -8; C: -4; D: -5; E: ·; F: 0; G: -6

> CCOC(=O)C1(C)CCN1C(=O)/C=C/c1ccccc1 (configuration not stated)
  A: -3; B: 5; C: 8; D: 6; E: -3; F: -1; G: 2

The final 2 records of the section before are carried over, then new ones follow:
Assay codes – A = esBAF inh; B = FN deposition inh; C = Statin myotox sup; D = LGR2 inh; E = SIRT5 inh; F = CASP6 VEID inh; G = S100A4 MyoIIA
> CCCNC(=O)C1(C)CCCN(Cc2ccc(-n3ccnc3)cc2)C1 (configuration not stated)
  A: -2; B: -8; C: -4; D: -5; E: ·; F: 0; G: -6

> CCOC(=O)C1(C)CCN1C(=O)/C=C/c1ccccc1 (configuration not stated)
  A: -3; B: 5; C: 8; D: 6; E: -3; F: -1; G: 2

> COc1cccc(C(=O)CN2CCC(NC(=O)NC3CCCCC3)CC2)c1
  A: -2; B: -10; C: -2; D: 3; E: -5; F: -3; G: 1

> C=C(C)CSc1nnc2n(N)c(=O)c3ccccc3n12
  A: 19; B: -1; C: 0; D: ·; E: ·; F: ·; G: ·

> C[C@@H]1CN([C@@H](C)CO)C(=O)c2cccc(NS(=O)(=O)c3ccc(F)cc3)c2O[C@@H]1CN(C)S(=O)(=O)c1ccccc1
  A: 1; B: ·; C: 41; D: -6; E: 7; F: ·; G: 46

> CN(C)c1ccc(C(=S)N2CCCCC2)cc1Br
  A: ·; B: 6; C: ·; D: -28; E: -1; F: 1; G: -4

> COc1ccc(S(=O)(=O)N(C)C[C@H]2Oc3ccc(NC(=O)C4CCCCC4)cc3CC(=O)N([C@H](C)CO)C[C@@H]2C)cc1
  A: 0; B: ·; C: 39; D: -10; E: 4; F: 1; G: 1

> C/C(=N\NC(=O)c1cc(Br)ccc1O)c1cccs1
  A: 38; B: 4; C: -11; D: -59; E: -2; F: ·; G: -13

> COc1ccccc1-c1nnc(SCC(=O)Nc2c(Cl)cccc2Cl)o1
  A: -5; B: -1; C: 18; D: ·; E: ·; F: ·; G: ·

> C[C@H]1CN([C@@H](C)CO)C(=O)Cc2cc(NC(=O)Cc3cn(C)c4ccccc34)ccc2O[C@H]1CN(C)Cc1ccc(C(F)(F)F)cc1
  A: -11; B: -8; C: 42; D: 35; E: 4; F: -8; G: 1

> CCN(CC)CCN(C)C(c1cc2ccccc2o1)c1nnnn1C(C)(C)C (configuration not stated)
  A: ·; B: 1; C: ·; D: -4; E: -4; F: -5; G: -21

> COC(=O)Cn1nnc2c(cnn2-c2ccccc2)c1=O
  A: ·; B: 1; C: ·; D: -88; E: -3; F: -6; G: 1

> C=CCN1C=CC=C/C1=C1\SC(=S)N(C)C1=O
  A: ·; B: -2; C: ·; D: 9; E: 2; F: 3; G: -4

> C[C@H](CO)N1C[C@H](C)[C@H](CN(C)Cc2ccc3c(c2)OCO3)OCCCC[C@H](C)Oc2ccc(NC(=O)NC3CCCCC3)cc2C1=O
  A: 2; B: ·; C: ·; D: 22; E: 0; F: -2; G: 10

> CC1=Nc2ccccc2N=C(NC(=O)CSC(=S)N2CCN(C)CC2)C1c1ccccc1 (configuration not stated)
  A: ·; B: 10; C: ·; D: -24; E: 0; F: 0; G: -2

> COc1cc(OC)c(C=Cc2ccncn2)c(OC)c1
  A: 1; B: 1; C: 7; D: -19; E: 0; F: 0; G: -4

> CCCNC(=O)Nc1ccc2c(c1)OC[C@H](C)N(CCC(F)(F)F)C[C@@H](C)[C@H](OC)CN(C)C2=O
  A: 0; B: -7; C: -4; D: -10; E: 5; F: ·; G: 2

> CC(C)NC(=O)N(C)C[C@@H]1Oc2c(NC(=O)Nc3cccc4ccccc34)cccc2C(=O)N([C@H](C)CO)C[C@H]1C
  A: -6; B: -8; C: 34; D: 0; E: 0; F: -2; G: 101*

> O=C(CSc1nc2ccccc2c(=O)n1-c1cccc(C(F)(F)F)c1)NC1CC1
  A: -3; B: 7; C: 8; D: ·; E: ·; F: ·; G: ·

> CO[C@H]1CN(C)C(=O)c2cc(NC(=O)Nc3ccccc3F)ccc2OC[C@@H](C)N(C(C)=O)C[C@H]1C
  A: -2; B: 8; C: 3; D: 3; E: -1; F: 1; G: -6

> CN(CC(=O)Nc1ccc(Cl)c(S(=O)(=O)N(C)C)c1)Cc1ccccc1
  A: 65*; B: 10; C: -13; D: -36; E: -3; F: 3; G: 3

> COc1ccc([C@H]2C[C@H](n3cc(COC(=O)c4ccccc4)nn3)[C@@H](O)CN2CC2CCCCC2)cc1
  A: -1; B: ·; C: 8; D: -3; E: 9; F: -2; G: -3

> Cn1ccc(=NC=C(C#N)C#N)c2ccccc21
  A: ·; B: -16; C: ·; D: -2; E: ·; F: -1; G: 4

> O=C(CCCN1C(=O)C(c2ccccc2)Oc2cccnc21)Nc1cccc(F)c1 (configuration not stated)
  A: -3; B: 2; C: -7; D: 1; E: -2; F: -1; G: -3

> Cc1ccc(NC(=O)CSc2nnc(CNC(=O)c3cccs3)o2)cc1
  A: ·; B: 11; C: ·; D: 1; E: -7; F: 1; G: -1

> Clc1ccc(-c2nnc(-c3ccccc3)o2)cn1
  A: 34; B: 1; C: 2; D: -57; E: -1; F: 0; G: -3

> CCC(NS(=O)(=O)c1ccc2c(c1)NC(=O)C(C)C(=O)N2)c1cccs1 (configuration not stated)
  A: 0; B: ·; C: 5; D: 1; E: -14; F: 0; G: 1

> COc1ccc(NC(=O)C2Cc3c(-c4cccc(NC(C)=O)c4)ccnc3O2)cc1 (configuration not stated)
  A: -23; B: 14; C: -52; D: -24; E: -6; F: 2; G: 1

> C[C@H](CO)N1C[C@H](C)[C@H](CN(C)Cc2ccc(C(=O)Nc3ccccc3N)cc2)Oc2ccc(NC(=O)CCC(F)(F)F)cc2C1=O
  A: -28; B: ·; C: 16; D: -7; E: 7; F: 1; G: 6

> CCOc1ccc(CNC(=O)c2ccc3nc(N4CCOCC4)sc3c2)cc1
  A: 8; B: -3; C: 5; D: -14; E: -1; F: -2; G: -1

> C[C@@H]1CCCCO[C@H](CN(C)C)[C@H](C)CN([C@@H](C)CO)C(=O)c2cc(N(C)C)ccc2O1
  A: 11; B: ·; C: 2; D: 12; E: 4; F: 1; G: 46

> O=C(c1ccccc1F)N(Cc1ccccc1)Cc1ccccc1
  A: -9; B: 0; C: -7; D: ·; E: -2; F: 1; G: 4

> O=C1CN(C(=O)c2ccccc2)C(c2ccccc2)c2cc(Cl)ccc2N1 (configuration not stated)
  A: 2; B: -2; C: 0; D: 38; E: -4; F: 5; G: -7

> COc1ccc(-n2c(=S)[nH]c3ccccc32)cc1
  A: -5; B: -9; C: -11; D: ·; E: ·; F: ·; G: ·

> Cc1ccc(S(=O)(=O)N2C[C@@H](O)COC[C@H]3O[C@@H](CC(=O)N[C@H]4CCN(Cc5ccccc5)C4)CC[C@@H]32)cc1
  A: -5; B: 2; C: 11; D: -13; E: -1; F: -2; G: 0

> CCOc1ccc(NC(=S)N(CCc2c(C)[nH]c3ccc(C)cc23)Cc2cccnc2)cc1
  A: 9; B: 6; C: 21; D: 9; E: -4; F: 3; G: -2

> COC(=O)Nc1nnc(-c2ccncc2)s1
  A: -1; B: ·; C: -23; D: 13; E: ·; F: ·; G: ·

> C[C@H](CO)N1C[C@H](C)[C@H](CN(C)CC2CC2)Oc2cc(-c3ccc(F)cc3)ccc2S1(=O)=O
  A: 0; B: ·; C: 17; D: -6; E: -4; F: -3; G: -1

> CN1CCN(C(=O)c2ccc3c(c2)NC(=O)/C(=C/c2ccccc2)S3)CC1
  A: -6; B: 17; C: -20; D: 18; E: -15; F: -9; G: -4

> O=C(OCC#CCSc1nnc(-c2ccc([N+](=O)[O-])cc2)o1)c1cccs1
  A: 0; B: -2; C: 18; D: ·; E: ·; F: ·; G: ·

> COc1ccc(F)c(C2C(C#N)=C(N)Oc3n[nH]c(C(C)(C)C)c32)c1 (configuration not stated)
  A: -7; B: 1; C: -1; D: ·; E: ·; F: ·; G: ·

> Oc1[nH]c2ccccc2c1N=Nc1ccccc1Cl
  A: ·; B: -8; C: ·; D: -67; E: -2; F: 2; G: -5

> Cc1cc2c(nc1C)CCCN2S(=O)(=O)c1cccs1
  A: ·; B: 4; C: ·; D: -9; E: ·; F: -6; G: -3

> O=C(CSc1nnc2ccc(-c3cccnc3)nn12)Nc1ccccc1
  A: ·; B: 2; C: ·; D: -10; E: -2; F: -7; G: 3

> C/C=C/c1cnc2c(c1)C(=O)N([C@@H](C)CO)C[C@H](C)[C@@H](CN(C)C(=O)c1ccc3c(c1)OCO3)O2
  A: 0; B: 0; C: 13; D: -22; E: -4; F: -2; G: -5

> Cn1ccc(=S)c2ccccc21
  A: -2; B: 0; C: -1; D: -9; E: -4; F: 3; G: -2

> O=C(COc1ccc(Cl)cc1Cl)Nc1nc2n(n1)C(c1ccccc1)CC(=O)N2 (configuration not stated)
  A: -7; B: -3; C: 18; D: ·; E: ·; F: ·; G: ·

> CC(C)c1ccc(-c2nc(N3CCCCCC3)nc3n[nH]c(N)c23)cc1
  A: 12; B: -8; C: -8; D: ·; E: ·; F: ·; G: ·

> CO[C@@H]1CN(C)C(=O)c2cc(NC(=O)Nc3ccccc3)ccc2OC[C@H](C)NC[C@@H]1C
  A: 0; B: 14; C: -2; D: -35; E: ·; F: ·; G: ·

> CC1CCCCC12NC(=O)N(CC(=O)N1CCN(S(=O)(=O)/C=C/c3ccccc3)CC1)C2=O (configuration not stated)
  A: -6; B: 5; C: -1; D: 3; E: -1; F: 0; G: -2

> O=C(/C=C/c1ccc(Cl)cc1Cl)NC(=S)Nc1ccc(CN2CCOCC2)cc1
  A: ·; B: -2; C: ·; D: 6; E: ·; F: 0; G: 0

Compound activity (PubChem)

This is a subset; the hit share may differ from the screen's.
